High-throughput results deposited in PubChem BioAssay by Sanford-Burnham Center for Chemical Genomics.
APJ antag: antagonists of human APJ apelin receptor. CHO-K1 APJ beta-arrestin complementation, luminescence. P35414. inhibition, % at 20 µM. AID 2521. actives 0.32% (n = 330,000);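 active = inhibition above about 40% at 20 µM, limit read from the data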;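 note: cells challenged with 10 nM apelin-13 agonist together with compound; plate controls were apelin-13 plus DMSO wells for no effect and DMSO wells lacking apelin-13 for full effect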
CCR6 antagonist: antagonists of human CCR6 receptor; CHO-K1 CCR6 PathHunter beta-arrestin, luminescence, CCL20-stimulated; inhibition, % at 20 µM; actives 0.49% (n = 340,000);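 active = compounds whose inhibition of the agonist-driven luminescence signal at 20 µM reaches about 50%, limit read from the data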;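 note: cells stimulated with CCL20 at 14 nM final; plate controls were DMSO with CCL20 for no effect and DMSO without agonist for full effect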
CXCR6 inh: CXCR6 (human) receptor inhibition; O00574; CHO-K1 PathHunter CXCR6 beta-arrestin, luminescence; inhibition, % at 20 µM; actives 0.36% (n = 360,000); AID 602244; in the data active = inhibition above about 34%, passing the limit was not always enough;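 note: antagonist mode with CXCL16 agonist at 10 nM final; 0% = 10 nM CXCL16 with DMSO and 100% = unstimulated wells without agonist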
APJ agonist: agonists of human APJ apelin receptor; CHO-K1 APJ PathHunter beta-arrestin, luminescence; 0% DMSO wells, 100% apelin; activation, % at 20 µM; actives 0.11% (n = 330,000);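 active = activation more than six SD over the plate average, tested at 20 µM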;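 note: 0% = DMSO alone and 100% = apelin-13 at 10 nM; some results filed as inactive read as strong as hits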
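Material: engineered CHO-K1 APJ arrestin reporter cells; amount: 1000 CHO-K1 reporter cells seeded per well; incubation: compound stimulation 90 min at 25 °C, detection 60 min; signal: luminescent beta-gal fragment complementation, chemiluminescent substrate; read-out basis: APJ agonist activity; controls: DMSO-only wells as negative, 10 nM Apelin-13 as positive control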
XBP1 UPR activ: activators of adaptive arm of unfolded protein response (XBP1). activation, % at 20 µM. AID 463104. actives 0.33% (n = 330,000). CHO-XBP1 luciferase reporter, IRE1-XBP1 UPR activation, luminescence; percent of tunicamycin response, DMSO as zero;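 active = versus positive control, 20 µM dose yields 30% or more activation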;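 note: 100% = tunicamycin at 10 µg/mL and 0% = DMSO only wells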
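incubation = overnight seeding at 37 °C, 6 h compound treatment at 37 °C | assay system = CHO-XBP1 cells stably carrying IRE1-XBP1-driven luciferase reporter | input = 1000 cells per well | detection = luciferase luminescence | dosing = single point, 20 µM final compound, 1% DMSO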
tim23-1 inh: growth inhibitors of tim23-1 mutant yeast; S. cerevisiae tim23-1 growth, BacTiter-Glo luminescence, 24 h; inhibition, % at 20 µM; actives 1.3% (n = 330,000);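 active = growth inhibition of the mutant yeast at or above 50%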;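 note: temperature-sensitive mutant grown at 25 °C; plate controls were DMSO-treated mutant yeast for no effect and medium wells lacking yeast for full effect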
Mdm2-MdmX inh: inhibitors of human Mdm2/MdmX interaction; SaOS-2 split-luciferase Mdm2/MdmX complementation, luminescence; inhibition, % at 8 µM; actives 3% (n = 330,000);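 active = inhibition of at least 50% at 8 µM in the primary screen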
Target sequence (O15151 whole entry, looked up): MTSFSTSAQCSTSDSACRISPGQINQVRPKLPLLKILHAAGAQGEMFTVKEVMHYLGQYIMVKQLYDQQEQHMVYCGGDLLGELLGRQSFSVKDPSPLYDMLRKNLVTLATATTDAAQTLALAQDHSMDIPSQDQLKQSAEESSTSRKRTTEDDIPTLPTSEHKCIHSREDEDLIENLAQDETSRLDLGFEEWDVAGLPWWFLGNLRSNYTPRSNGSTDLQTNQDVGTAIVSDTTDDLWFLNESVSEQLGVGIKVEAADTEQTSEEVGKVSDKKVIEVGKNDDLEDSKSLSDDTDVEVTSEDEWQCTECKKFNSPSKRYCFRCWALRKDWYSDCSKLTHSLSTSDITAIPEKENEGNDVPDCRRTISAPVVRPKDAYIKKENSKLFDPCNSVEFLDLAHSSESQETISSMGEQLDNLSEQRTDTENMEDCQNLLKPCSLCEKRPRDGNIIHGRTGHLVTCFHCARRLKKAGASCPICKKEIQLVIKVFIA
Target sequence (Q00987 whole entry, looked up): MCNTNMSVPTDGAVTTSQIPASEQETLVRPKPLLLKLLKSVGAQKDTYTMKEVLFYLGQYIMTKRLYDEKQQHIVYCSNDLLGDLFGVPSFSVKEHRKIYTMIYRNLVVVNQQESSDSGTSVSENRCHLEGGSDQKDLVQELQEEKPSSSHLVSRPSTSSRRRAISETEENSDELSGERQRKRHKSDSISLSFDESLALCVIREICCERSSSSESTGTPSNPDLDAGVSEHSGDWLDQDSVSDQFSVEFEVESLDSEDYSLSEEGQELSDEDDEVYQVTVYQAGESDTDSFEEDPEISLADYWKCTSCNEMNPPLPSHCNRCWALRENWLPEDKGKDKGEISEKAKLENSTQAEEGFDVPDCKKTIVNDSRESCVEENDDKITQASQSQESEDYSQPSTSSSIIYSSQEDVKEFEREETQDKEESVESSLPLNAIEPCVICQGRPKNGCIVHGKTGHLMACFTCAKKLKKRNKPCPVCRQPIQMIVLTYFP
EBI2 block: blocks human EBI2 receptor beta-arrestin signaling | P32249 | EBI2 beta-arrestin recruitment, luminescence, 7a,25-OHC stimulated | inhibition, % at 5 µM | actives 0.81% (n = 360,000); in the data active = inhibition above about 38%;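 note: enzyme fragment complementation signal reports receptor beta-arrestin coupling in cells; 0% = agonist plus DMSO wells and 100% = wells without agonist; some results beyond the cut were filed as inactive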
CHOP UPR activ: activators of apoptotic arm of unfolded protein response (CHOP). CHO-CHOP luciferase reporter, UPR activation, luminescence; percent of tunicamycin response over DMSO baseline. activation, % at 10 µM. actives 0.34% (n = 330,000);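 active = at 10 µM dose, activation of 40% or more, normalized to positive control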;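 note: 100% = tunicamycin at 10 µg/mL and 0% = DMSO alone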
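Test system: CHO-CHOP cells, stable luciferase reporter of PERK-eIF2a-CHOP signalling | Quantity: 500 CHO-CHOP cells per well | Buffer or medium: F12 plus 10% serum | Compound dosing: 10 µM single point, 0.5% DMSO | Schedule: 6 h compound treatment, 37 °C | Signal: Luciferase luminescence | Control set: Tunicamycin high control, DMSO low control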
* marks the source's active call; other numbers are inactive results; · = no result given. Not all compounds are listed; count on the stated rates, not on these rows.

SMILES	APJ antag	CCR6 antagonist	CXCR6 inh	APJ agonist	XBP1 UPR activ	tim23-1 inh	Mdm2-MdmX inh	EBI2 block	CHOP UPR activ
CCCCCn1c(=O)[nH]c2cc(C(=O)NCCCN3CCC(C)CC3)ccc2c1=O	0	16	8	0	-1	3	29	7	-0.9
CCCCN(C(=O)CCC(=O)O)C1CC(=O)N(c2ccc(OCCC)cc2)C1=O (configuration not stated)	-26	4	-2	-1	-2	14	-1	10	-0.6
Cc1cc(C(=O)N/N=C/c2ccccc2Br)no1	3	-13	-11	-3	2	47	-9	-8	5.2
Cc1ccccc1C(=O)O[C@H]1[C@H](Cc2ccccc2)NS(=O)(=O)[C@H]2CC3C=C[C@]12O3	8	14	2	-2	1	6	3	2	-0.1
CCOC(=O)C1CCCN(C(=S)NC(=O)c2cc(Br)ccc2Cl)C1 (configuration not stated)	-7	4	3	0	-4	55*	-6	-3	-1.2
O=C(NC1CCN(C(=O)c2ccccc2Br)CC1)c1ccccc1	-13	4	1	-2	-1	10	-1	3	-0.1
O=C(CSCC(=O)N1CCCCC1)Nc1nc(-c2cccs2)cs1	2	4	-11	-1	3	23	8	-5	1.3
Clc1cccc(OCCCCCN2CCOCC2)c1	-3	9	1	0	-2	-3	2	-20	2.2
Cc1cc2c(ncn2Cc2ccccc2)c(NS(C)(=O)=O)c1C	-6	6	-16	-1	2	0	17	-3	0.9
CN(C(=O)c1ccco1)c1nnc(C23CC4CC(CC(C4)C2)C3)s1	1	-3	2	3	8	55*	-86	9	7.0
CC(C)(C)OC(=O)N[C@@H](C(=O)OC(C)(C)C)c1ccc(C(F)(F)F)cc1	22	19	-6	-2	-2	5	-7	-4	2.4
Cn1c2c(c(=O)n(C)c1=O)CN(CCCN1CCOCC1)CN2	-9	-6	-4	-3	1	-1	-41	1	1.9
CCCSc1ncc(Cl)c(C(=O)Nc2ccc(S(=O)(=O)N3CC(C)OC(C)C3)cc2)n1 (configuration not stated)	23	-15	15	-3	-1	32	11	16	-0.8
COC(=O)c1nnn(-c2cc(Cl)cc(Cl)c2)c1C(=O)OC	-4	14	0	-1	-5	22	25	-11	-0.4
C=CCNC(=O)/C(C#N)=C\c1cc(Cl)c(OCC)c(OC)c1	-7	-1	7	3	-2	82*	-2	7	-1.0
COc1ccc(CN2C(=O)NC3(CCCCC3)C2=O)cc1F	13	9	1	-3	-5	10	15	17	-1.6
CC(=O)C1=C(O)C(=O)N(c2ccc(O)cc2)C1c1ccc(Cl)cc1 (configuration not stated)	6	1	-12	-4	-2	3	21	-1	-1.1
CCOC(=O)c1cnc2c(C(F)(F)F)cccc2c1NCCCN1CCOCC1	18	15	-9	-3	-4	10	23	2	2.4
O=C(Cn1c(=O)c2sccc2n(Cc2ccc([N+](=O)[O-])cc2)c1=O)NCCc1ccccc1	13	19	-1	0	-1	3	6	-11	1.4
Cc1nn(Cc2ccccc2Cl)c(C)c1NC(=O)c1noc(C(C)C)c1[N+](=O)[O-]	6	21	5	1	-9	24	-30	-5	-0.4
COc1ccc(-c2noc(N3CCC(C(=O)Nc4cc(OC)c(OC)c(OC)c4)CC3)n2)cc1	-17	13	-6	1	-5	-5	8	-4	0.4
CN(CC(=O)Nc1c(Cl)cccc1Cl)C(=O)CCC1CCCC1	12	4	1	-3	-7	5	6	11	1.3
CC(C)=N/N=c1\scc(C)n1Cc1ccco1	0	-4	-1	-3	-2	4	2	-6	0.6
CCCCC(=O)Nc1cccc(NC(=O)c2cccc(Br)c2)c1	-7	8	1	-2	-2	24	13	-5	-2.2
O=[N+]([O-])c1ccccc1CCc1cnc(Cl)s1	16	7	3	-1	2	6	24	-7	3.0
Cc1ccccc1-c1nnn(CC(=O)NC(=O)NC2CCCC2)n1	-12	7	2	0	1	25	-23	8	2.0
Cc1cc(C)cc(OCC(=O)Nc2ccc(N3CCN(S(C)(=O)=O)CC3)cc2)c1	-4	-5	2	4	-2	-8	-6	-12	0.0
CN(Cc1ccccn1)C(=O)c1ccc2nc(Cc3cccc(Cl)c3)oc2c1	-3	22	-9	-6	1	27	17	7	-0.6
Cc1ccc(/C=N/NC(=O)c2ccccn2)o1	15	7	-6	-4	4	-10	18	-8	4.5
CC(NC(=O)COc1cccnc1[N+](=O)[O-])c1ccc(Cl)cc1Cl (configuration not stated)	9	6	2	3	-11	22	16	-9	1.7
O=C(c1cc(S(=O)(=O)N2CCOCC2)ccc1F)N(Cc1nnc(-c2ccccc2Cl)o1)C1CC1	6	10	5	5	-1	33	36	5	-0.9
CCOc1ccc(NC(=O)Cn2sc3nc(C)cc(C)c3c2=O)cc1	-30	29	38*	0	-2	9	-12	16	-0.6
C=CCn1c(CCNC(=O)c2cccs2)nnc1SCC(=O)Nc1cccc(Cl)c1C	-3	8	4	-1	0	6	-53	0	-1.0
O=C(CN1CCN(S(=O)(=O)c2ccc(F)cc2)CC1)N1CCOCC1	0	-5	12	3	-2	-1	11	2	-3.1
COCCNC(=O)COc1ncnc2ccc(Br)cc12	13	13	-3	-3	1	10	-1	-5	1.8
CC(=O)OC1CCC2(C)C(=CCC3C2CCC2(C)C3CC3OC4(CCC(C)CN4)C(C)C32)C1 (configuration not stated)	-4	5	-2	-1	1	42	14	-1	3.7

Continued; the last 7 above are carried over.
SMILES	APJ antag	CCR6 antagonist	CXCR6 inh	APJ agonist	XBP1 UPR activ	tim23-1 inh	Mdm2-MdmX inh	EBI2 block	CHOP UPR activ
CC(NC(=O)COc1cccnc1[N+](=O)[O-])c1ccc(Cl)cc1Cl (configuration not stated)	9	6	2	3	-11	22	16	-9	1.7
O=C(c1cc(S(=O)(=O)N2CCOCC2)ccc1F)N(Cc1nnc(-c2ccccc2Cl)o1)C1CC1	6	10	5	5	-1	33	36	5	-0.9
CCOc1ccc(NC(=O)Cn2sc3nc(C)cc(C)c3c2=O)cc1	-30	29	38*	0	-2	9	-12	16	-0.6
C=CCn1c(CCNC(=O)c2cccs2)nnc1SCC(=O)Nc1cccc(Cl)c1C	-3	8	4	-1	0	6	-53	0	-1.0
O=C(CN1CCN(S(=O)(=O)c2ccc(F)cc2)CC1)N1CCOCC1	0	-5	12	3	-2	-1	11	2	-3.1
COCCNC(=O)COc1ncnc2ccc(Br)cc12	13	13	-3	-3	1	10	-1	-5	1.8
CC(=O)OC1CCC2(C)C(=CCC3C2CCC2(C)C3CC3OC4(CCC(C)CN4)C(C)C32)C1 (configuration not stated)	-4	5	-2	-1	1	42	14	-1	3.7
C=C(C)CSc1nnc(-c2cccc(S(=O)(=O)N(C)C)c2)n1-c1cc(OC)ccc1OC	13	-1	0	1	-3	20	26	3	-0.9
COc1cc(C(=O)OCC(=O)N2CCCCC2C)cc(NC(=O)c2cccs2)c1OC (configuration not stated)	-2	0	6	-1	-1	8	18	2	-1.5
O=C(CCNC(=O)c1ccccc1Cl)NCc1ccncc1	12	14	13	0	-1	-16	-3	-8	1.0
CC1CCCC(NC(=O)COC(=O)c2ccc(S(=O)(=O)N3CCOCC3)cc2)C1C (configuration not stated)	-5	-13	-7	4	-3	8	-4	1	0.1
CCOc1ccc(NC(=O)C2CCN(S(=O)(=O)c3cccnc3)CC2)cc1	-1	-13	-7	2	-4	5	9	-21	1.3
Cc1c(C(=O)Nc2cccc(N(C)S(C)(=O)=O)c2)cccc1[N+](=O)[O-]	16	1	-4	-3	-1	-1	18	-10	-1.7
COc1ccccc1N1CCN(c2ccc([N+](=O)[O-])cn2)CC1	6	11	-1	-2	-1	35	10	1	-0.2
Cc1ccc(S(=O)(=O)N2CCCC(C(=O)NCCc3ccc4c(c3)OCO4)C2)cc1 (configuration not stated)	7	4	-2	0	-4	19	10	13	0.8
O=C(Nc1ccc(S(=O)(=O)N2CCCC2)cc1)c1cncc(Br)c1	-1	18	-1	-2	-3	24	12	-10	0.4
Nc1nonc1-n1nnc(C(=O)N/N=C/c2cccc(F)c2)c1CN1CCCCCC1	-3	14	3	-4	0	-22	7	0	-0.9
COc1ccc2[nH]c3c(c2c1)CCN1C(=O)C(CC(=O)NCC24CC5CC(CC(C5)C2)C4)C[C@H](C(=O)N2CCOCC2)[C@@]31C (some centres not stated)	·	7	2	·	2	24	8	3	3.7
CC(C)Cc1ccc(CN2CCCC(NC(=O)c3ccnn3C)C2)cc1 (configuration not stated)	0	24	-3	-6	-2	15	30	3	15
COc1ccc(C(=O)N/N=C/C(C)c2ccccc2)cc1OC (configuration not stated)	-18	-5	0	17	-3	10	19	-8	0.6
COc1cc(OC)c(OC)cc1CNCC1COc2ccccc2O1 (configuration not stated)	-8	8	6	0	-1	-15	-4	-5	-0.8
COc1ccc(-c2ccc(Nc3ccc(C(=O)N4CCOCC4)cc3)nn2)cc1OC	-11	-4	7	1	2	6	1	11	-0.3
O/C(=C\Sc1nnc(Cc2ccccc2)o1)c1ccc(Br)cc1	13	7	2	-6	0	9	3	17	0.7
Cc1ccc(C)c(N2CCN(c3nc4ccccc4c(=O)n3Cc3ccccc3)CC2)c1	20	17	10	-6	1	13	28	0	0.2
CCOC(=O)C(C)N(c1ccccc1Cl)S(C)(=O)=O (configuration not stated)	6	-6	12	-2	0	12	19	-3	-0.2
COCC(=O)OC/C(O)=C(\C#N)c1nc2ccccc2[nH]1	7	22	12	-7	-2	1	34	-1	0.6
CCc1ccc(N2CCN(C(=O)N3CCOCC3)CC2)cc1	-8	11	-1	-4	-3	-9	1	0	1.0
